Source: PubChem BioAssay
All columns: NCI-60 one-dose screen, growth in % after 48 h at 10 µM unless noted; 100 = growth as untreated, 0 = no growth, -100 = all killed.
SNB-19 = SNB-19 CNS cancer cells | 81,000 compounds, 2.5% hits
RXF 393 = RXF 393 renal cancer cells; 77,000 compounds, 6.9% hits; AID 1794773
SF-539 = SF-539 CNS cancer. 81,000 compounds, 6.8% hits. AID 1794752
CAKI-1 = CAKI-1 renal cancer | 75,000 compounds, 4.7% hits | AID 1794772
A498 = A498 renal cancer cells. AID 1794774. 76,000 compounds, 5.4% hits
SNB-75 = SNB-75 CNS cancer | AID 1794750 | 79,000 compounds, 5% hits
ACHN = ACHN renal cancer; AID 1794771; 81,000 compounds, 4.9% hits
SF-268 = SF-268 CNS cancer cells; AID 1794759; 82,000 compounds, 3.1% hits
Numbers without * were called inactive; / = not tested or not shown; & = joins results of further samples. Rule for the calls: active = growth percent below 10; inactive = the rest.

SMILES	SNB-19	RXF 393	SF-539	CAKI-1	A498	SNB-75	ACHN	SF-268
CC(C)NCC(O)c1ccc2ccccc2c1 (centres undefined)	99	119	112	81	100	/	94	110
COc1ccc(/C=C/C(=O)c2ccc(O)c(CN3CCN(c4cc5c(cc4F)c(=O)c(C(=O)O)cn5C4CC4)CC3)c2)cc1	24	28	19	32	-0.9*	-5.4*	26	30
CCOC(=O)c1c2c(cn1Cc1ccc(OC)c(OC)c1)-c1oncc1CC2	94	88	96	84	78	83	93	92
O=C(O)c1ccccc1C(=O)OC1CC2CCC1C2 (centres undefined)	104&106	152&109	107&95	95&102	112	98&96	109&98	102&102
CCCCNCC(=O)Nc1cc(NC(=O)CNCCCC)c(C)c(NC(=O)CNCCCC)c1	99	106	100	/	83	101	/	93
Nc1nnc(CSc2nnc3sc4ccccc4n23)s1	/	121	102	95	101	93	111	103
c1cc2c3c(cccc3c1)-c1nc3ccccc3nc1-2	87	92	83	/	/	74	75	110
Cc1ccc(C)c(CCC(O)CCl)c1 (centres undefined)	100	118	108	90	105	115	107	112
CN1C(=O)/C(=C2\SC(=Nc3ccccc3)N(Nc3ccccc3)C2=O)c2ccccc21	96	109	95	74	103	79	95	95
CC[C@H](Nc1ncnc2nc[nH]c12)c1nc2cccc(CCCCC(=O)NO)c2c(=O)n1-c1ccccc1	93	84	90	/	78	60	103	94
O=C1CCc2cc(Nc3nc(NCCCO)nc4ccsc34)ccc2N1	91	91	95	93	78	74	103	93
O=C1NC(=O)/C(=C/N2N=C(c3ccc(Cl)cc3)CC2c2ccc(F)cc2)S1 (centres undefined)	89	87	80	71	/	60	89	81
CC(NCCc1ccccc1)C1CCOC1=O (centres undefined)	103	115	102	100	127	97	108	102
Cc1nn(-c2ccccc2)nc1C(=O)Nc1ccc2[nH]ncc2c1	128	/	109	/	113	/	104	102
FC(F)(F)c1ccc(Nc2nnnc3ccccc23)cc1	97	93	95	59	60	93	91	72
O=C1c2cc(Cl)ccc2Oc2cc([N+](=O)[O-])ccc2N1c1ccc(I)cc1F	102	104	93	78	83	90	105	89
NN=C1c2ccccc2-c2ccccc21	96&113	111&108	97&119	99&89	85&105	92&92	91&103	104&106
CC(=O)/C=C/c1ccc(OCc2ccc(Cl)cc2)cc1	105	105	109	/	83	91	109	101
O=C1Nc2ccccc2/C1=C/c1cn(C[C@@H](O)Cn2c3ccccc3c(=O)c3ccccc32)c2ccccc12	73	77	85	74	91	64	66	73
COc1ccc(-n2c(-c3cc4ccccc4nc3Cl)noc2=O)cc1	/	124	99	72	123	68	95	95
C=C(CNCCO)[C@@H]1CC[C@]2(CO)CC[C@]3(C)[C@H](CC[C@@H]4[C@@]5(C)CCC(NCCO)C(C)(C)[C@@H]5CC[C@]43C)[C@@H]12 (some centres undefined)	84	57	71	72	75	67	96	69
CCCCCOS(=O)(=O)O	104	100	104	101	93	107	114	102
O=C1Nc2ccccc2/C1=C\C(=O)c1ccc(NS(=O)(=O)c2ccccc2)cc1	97	83	92	75	93	78	81	97
COc1ccccc1NCCCOc1cc(O)c2c(=O)cc(-c3ccccc3)oc2c1	104	113	104	77	126	86	105	103
Cc1ccc(S(=O)(=O)NCCNc2cc(-c3cn(C(C)(C)C)nc3-c3ccccc3)ccn2)cc1	99	98	100	98	32	95	108	102
COc1ccc(-c2cc(-c3cccs3)n(S(=O)(=O)c3ccccc3)c(=O)c2C#N)cc1	94	108	113	99	97	81	92	112
CC1CCc2cc(F)cc3c(=O)c(C(=O)O)cn1c23 (centres undefined)	93	108	107	81	88	109	/	105
OC(COc1cccc2ccccc12)CN1CCN(c2cccc(Cl)c2)CC1 (centres undefined)	87	157	104	/	75	91	105	105
N#C/C(=C\c1cccc(Cl)c1)C(=O)c1ccccc1	100	/	94	75	129	70	93	101
CC(=O)Oc1ccc2c(c1)oc(=O)c1c3ccc(OC(C)=O)cc3oc21	98	117	94	/	/	98	104	/
CCc1ncnc2c1ccn2C(C)c1ccc(OC)c(F)c1 (centres undefined)	53	77	71	41	46	36	75	63
NCCCCCCCCN	106	126	104	103	142	117	97	113
CCOC(=O)Cn1c(SCC(=O)Nc2nc3ccc(C)cc3s2)nc(-c2ccccc2)c(C#N)c1=O	94	110	90	68	92	61	92	84
CCc1c(C)[nH]c(=O)c(C(N)=O)c1C#N	90	108	93	96	105	100	102	105
Cc1ccccc1N=C(c1ccccc1)C1C(=O)c2ccccc2C1=O	97	/	78	85	-14*	90	88	88
CCCCCCc1cc(-c2cc(CCCCCC)[nH]n2)n[nH]1	/	107	92	94	99	107	97	102
COc1cc2c(cc1OCCCCN1CCN(CC(=O)Nc3ccc(Cl)cc3C(=O)c3ccccc3Cl)CC1)N=CC1CCCN1C2=O (centres undefined)	-57*	/	-87*	-90*	-97*	-85*	-92*	-75*
COc1ccc(C(N)CCc2cc(OC)c(OC)c(OC)c2)cc1 (centres undefined)	99	91	95	89	28	66	98	94
COc1ccc(-c2c(NC(C)=O)noc2-c2cc3c(c(OC)c2OC)OCO3)cc1	98	95	99	104	115	91	97	101
O=C1OC(C(=O)O)Cc2ccsc21 (centres undefined)	98	108	99	98	102	93	102	99
CC(=O)Nc1cccc(C(=O)O)c1	97	125	103	108	94	100	111	100
CN(NC(=O)c1cnccn1)c1nc2cc(F)ccc2n2cccc12	66	83	75	54	51	82	43	54
CCN(CC)CCOC(=O)Nc1cccc(Cl)c1	109	119	106	102	102	92	107	111
Cc1cc2nc(/C=C/c3nc4cc(C)c(C)cc4[nH]3)[nH]c2cc1C	93	75	94	42	108	73	94	99
NN1CCN(CCO)CC1	104	106	93	92	94	88	102	98
Fc1ccc(-c2cs/c(=N\N=C\c3ccc(Cl)cc3)n2/N=C/c2ccc(Cl)cc2)cc1	93	96	94	/	93	75	107	91
COc1ccc(C(=O)C/C(=C\c2cc(OC)c(OC)c(OC)c2)C(=O)NCc2ccccc2)cc1	84	89	95	75	97	102	94	95
O=C1CSC(c2ccc(Cl)cc2)N1n1cnnc1 (centres undefined)	94	113	99	85	100	90	107	102
N#Cc1c(Nc2ccc([N+](=O)[O-])cc2)nc2sc3cc(Cl)c(Cl)cc3n2c1=O	89	94	91	87	109	72	90	98
Fc1ccc(NCc2nnc(-c3ccc(Cl)cc3)o2)cc1Cl	106	120	102	96	98	91	104	106
Nc1no[n+]([O-])c1-c1nnc2c(n1)-c1ccccc1C2=O	85	91	82	72	91	95	16	76
Cc1ccnc(NS(=O)(=O)c2ccc(NC3Nc4nc5ccccc5nc4S3)cc2)n1 (centres undefined)	101	117	100	89	77	59	93	103
CCOC(=O)C1CSCC1C(=O)OCC (centres undefined)	102	107	100	107	106	67	102	98
O=C(O)c1ccccc1C(=O)N1CCN(c2cc3c(cc2F)c(=O)c(C(=O)O)cn3C2CC2)CC1	113	115	100	97	104	94	102	102
Cc1cc(/C=C\c2ccc3ccccc3[n+]2C)c(O)c2ncccc12	12	-20*	-37*	-0.3*	30	38	6.1*	14
COc1cc(NC(=O)CSc2nc3ccccc3c(=O)n2CCc2ccccc2)cc(OC)c1OC	27	/	-50*	45	-22*	-27*	-42*	14
CN1C(=O)c2c3c(cc4cccc1c24)C(C)(C)NC3=O	102	108	99	90	93	97	106	96
COc1ccc(-c2c(C#N)c(N)n(-c3cccc(C(F)(F)F)c3)c(=O)c2C#N)cc1	91	115	102	91	93	71	99	96
C#CC1(NC(=S)Nc2cccc(OC)c2)CCCCC1	104	97	102	83	/	82	101	110
Cc1ccc(S(=O)ONc2cccc(NOS(=O)c3ccc(C)cc3)c2)cc1 (centres undefined)	90	92	100	80	91	93	103	106
Following part.
SMILES	SNB-19	RXF 393	SF-539	CAKI-1	A498	SNB-75	ACHN	SF-268
Cc1cc(N2CCOCC2)nc(N(CCCNc2ccnc3cc(Cl)ccc23)Cc2ccc3c(c2)OCO3)n1	41	-76*	-75*	35	-31*	-43*	-86*	15
Cc1cccc(C)c1NC(=O)CN1CCCCC1C (centres undefined)	99	106	104	93	111	95	106	102
COC(=O)c1ccc(-n2cc([C@]3(OC(C)=O)CC[C@H]4[C@@H]5CCC6=CC(=O)CC[C@@H]6[C@H]5CC[C@@]43C)nn2)cc1	83	115	95	93	83	74	98	106
COCCOC1=C(Cl)C(=O)c2ccccc2C1=O	88	19	-10*	/	68	8.6*	24	24
NCCNc1ccc2cc(-c3nc4ccccc4[nH]3)c(=O)oc2c1	105	108	94	96	95	85	96	92
COc1ccc(NC(=O)Cn2c(O)c(N=Nc3ccc(S(N)(=O)=O)cc3)c3ccccc32)cc1	23	83	23	27	103	60	35	69
COc1ccc(Nc2ncc(C(N)=O)c(NCCCNC(=O)C3CCC3)n2)cc1	75	17	14	35	105	50	45	81
Cn1cc(CC(N)C(=O)O)c2ccccc21 (centres undefined)	101	94	91	68	108	78	86	103
CC(NC(=O)CSCC1NC(=O)C2C(N1)SC1CCCC12)C1CNN(C)C1 (centres undefined)	91	100	97	90	87	82	102	100
CC(C)(C)NC(=O)Nc1ncccc1OCc1ccccc1Cl	87	68	100	57	64	73	85	77
CC(=O)c1ccc(-n2ccc(C(F)(F)F)n2)c(F)c1	105	97	103	101	/	96	108	98
N#Cc1ccc(C(=O)NNC(=O)CSc2nc3sc4c(c3c(=O)n2-c2ccc(Cl)cc2)CCCC4)cc1	52	48	-44*	53	89	87	71	93
N#CCCN(CCC#N)C(CC(=O)O)C(=O)O (centres undefined)	98	120	106	91	110	95	99	103
O=C1CC(c2ccc(Cl)cc2)Nc2ccccc21 (centres undefined)	84	90	95	82	79	86	98	92
CCC1c2ccc3cc(OC)ccc3c2CCC1(C)C(=O)O (centres undefined)	104	128	112	102	113	94	107	117

Part of the list above, showing only SF-268 and RXF 393:
| molecule | SF-268 | RXF 393 |
| --- | --- | --- |
| CC(C)(C)NC(=O)Nc1ncccc1OCc1ccccc1Cl | 77 | 68 |
| CC(=O)c1ccc(-n2ccc(C(F)(F)F)n2)c(F)c1 | 98 | 97 |
| N#Cc1ccc(C(=O)NNC(=O)CSc2nc3sc4c(c3c(=O)n2-c2ccc(Cl)cc2)CCCC4)cc1 | 93 | 48 |

The results go on:
SMILES	SNB-19	RXF 393	SF-539	CAKI-1	A498	SNB-75	ACHN	SF-268
C#C[C@]1(O)CC[C@H]2[C@@H]3CC=C4c5sc(C6CCOCC6)nc5CC[C@]4(C)[C@H]3CC[C@@]21C	86	5.0*	57	84	97	79	88	91
COC(=O)[C@H](Cc1ccccc1)NC(=O)[C@@H]1CCCN1C(=O)CNC(=O)[C@H](CCSC)NC(=O)OCc1ccccc1	101	108	104	94	85	87	108	106
Cc1ccc(NC(=O)N/N=c2\cc(C)c3ccc(O)cc3o2)c(C)c1	90	130	94	97	105	107	102	102
COc1cc(OC)c(OC)cc1C=NNc1ncnc2ccccc12	97	119	102	87	95	104	93	101
CCCNc1nc2ccccc2c2c(=O)c3cc(Cl)ccc3sc12	64	67	53	57	85	28	39	80
Cc1cc(-c2ccco2)c(C#N)c(=O)[nH]1	96	107	98	88	118	76	100	107
CC(=O)NCC1c2c(n(C)c3c(Cl)c(Cl)ccc23)C(=O)NC1(C)C (centres undefined)	102	91	95	77	93	88	95	108
CC(O)c1ncc(/C=C2\SC(=S)N(Cc3ccccc3)C2=O)s1 (centres undefined)	106	102	85	93	100	102	96	90
CCOC(=O)c1ccc(Nc2ncnc3c2cnn3-c2cccc(F)c2)cc1	97	105	98	85	99	82	97	94
NS(=O)(=O)c1ccc(Nc2nc(Nc3ccccc3)nc(-n3nc(-c4ccccc4)cc3-c3ccccc3)n2)cc1	50	23	37	21	/	56	15	38
COc1ccc(-c2cnc3sc4c(-c5ccc(Br)cc5)n[nH]c(=O)c4n23)cc1	102	109	105	99	87	105	104	97
S=C1CCSC(=S)N1CCCN1C(=S)CCSC1=S	90	58	72	59	102	70	44	87
O=C(/C=C1\C=CN(CCCO)c2ccccc21)n1ccc2ccccc21	96	120	99	90	115	/	95	100
CC1CCC[N+]2(CCCCC2)CC1 (centres undefined)	100	96	97	96	114	100	101	111
O=CN1N=C(c2ccccc2)CC1c1cn(Cc2ccc(Cl)cc2)c2ccccc12 (centres undefined)	70	/	69	46	53	82	69	67
CCC(C#N)(C(N)=O)c1ccccc1 (centres undefined)	107	106	109	98	89	95	110	105
O=C(CC(=O)c1ccccc1O)c1ccccc1	87	103	95	92	99	/	99	91

Gathered by group, those above containing a cyano group
SMILES	SNB-19	RXF 393	SF-539	CAKI-1	A498	SNB-75	ACHN	SF-268
COc1ccc(-c2cc(-c3cccs3)n(S(=O)(=O)c3ccccc3)c(=O)c2C#N)cc1	94	108	113	99	97	81	92	112
N#C/C(=C\c1cccc(Cl)c1)C(=O)c1ccccc1	100	/	94	75	129	70	93	101
CCOC(=O)Cn1c(SCC(=O)Nc2nc3ccc(C)cc3s2)nc(-c2ccccc2)c(C#N)c1=O	94	110	90	68	92	61	92	84
CCc1c(C)[nH]c(=O)c(C(N)=O)c1C#N	90	108	93	96	105	100	102	105
N#Cc1c(Nc2ccc([N+](=O)[O-])cc2)nc2sc3cc(Cl)c(Cl)cc3n2c1=O	89	94	91	87	109	72	90	98
COc1ccc(-c2c(C#N)c(N)n(-c3cccc(C(F)(F)F)c3)c(=O)c2C#N)cc1	91	115	102	91	93	71	99	96
N#Cc1ccc(C(=O)NNC(=O)CSc2nc3sc4c(c3c(=O)n2-c2ccc(Cl)cc2)CCCC4)cc1	52	48	-44*	53	89	87	71	93
N#CCCN(CCC#N)C(CC(=O)O)C(=O)O (centres undefined)	98	120	106	91	110	95	99	103
Cc1cc(-c2ccco2)c(C#N)c(=O)[nH]1	96	107	98	88	118	76	100	107
CCC(C#N)(C(N)=O)c1ccccc1 (centres undefined)	107	106	109	98	89	95	110	105
